# TDP1 cell CPT = qHTS for Inhibitors of human tyrosyl-DNA phosphodiesterase 1 (TDP1): qHTS in cells in presence of CPT | chicken DT40 Tdp1-/-;hTDP1 cells + 20 nM CPT, ATP luminescence, 48 h | Potency, µM (series often up to 46.2 µM), without a hit: top-dose activity change, negative = growth inhibition, hits mostly inhibitors | 12% of 420,000 active; also: nearly all actives have a fitted effect of over 55% in size
#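 Cell growth measured by CellTiter-Glo luminescence after a minimum 48 h, 37 C compound exposure with 20 nM CPT in Tdp1-knockout DT40 cells stably expressing hTDP1, seeded 400/well; qHTS titration format.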
# TDP1 inh = qHTS Assay for Inhibitors of Tyrosyl-DNA Phosphodiesterase (TDP1) | AID 485290, 2010 | recombinant TDP1, AlphaScreen DNA substrate cleavage | Potency, µM (titrated, usually from 130 µM), for inactives: at the highest dose activity change, negative = inhibition, hits mostly inhibitors | 0.28% of 350,000 active | Tyrosyl-DNA phosphodiesterase 1 (Homo sapiens), Q9NUW8; also: nearly all actives have a fitted effect of over 40% in size
# Target sequence (Q9NUW8 whole entry, looked up): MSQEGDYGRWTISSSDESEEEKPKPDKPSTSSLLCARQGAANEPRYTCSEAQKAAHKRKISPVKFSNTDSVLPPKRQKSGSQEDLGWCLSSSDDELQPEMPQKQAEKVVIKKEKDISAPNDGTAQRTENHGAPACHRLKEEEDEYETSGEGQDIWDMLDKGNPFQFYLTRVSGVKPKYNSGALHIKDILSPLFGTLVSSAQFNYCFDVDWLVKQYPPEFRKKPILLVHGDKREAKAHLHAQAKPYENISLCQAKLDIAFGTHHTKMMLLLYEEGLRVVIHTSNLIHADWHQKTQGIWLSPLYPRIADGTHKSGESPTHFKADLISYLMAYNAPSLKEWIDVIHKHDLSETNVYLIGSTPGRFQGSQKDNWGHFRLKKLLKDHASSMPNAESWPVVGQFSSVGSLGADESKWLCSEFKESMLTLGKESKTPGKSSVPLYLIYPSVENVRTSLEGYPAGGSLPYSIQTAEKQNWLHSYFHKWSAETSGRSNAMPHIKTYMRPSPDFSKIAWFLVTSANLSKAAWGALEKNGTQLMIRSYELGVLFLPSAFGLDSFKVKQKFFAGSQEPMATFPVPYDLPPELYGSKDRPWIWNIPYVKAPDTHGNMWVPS
#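 Steps: enzyme plus compound, 15 min RT; add biotin/phosphotyrosine-FITC oligonucleotide (15 nM final), react 5 min; add donor/acceptor beads (10 ug/ml final), 10 min; read AlphaScreen. Tdp1 at 1 nM final.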
# TDP1 cell noCPT = qHTS for Inhibitors of human tyrosyl-DNA phosphodiesterase 1 (TDP1): qHTS in cells in absence of CPT | DT40 Tdp1-/- hTDP1 cells, no CPT, ATP luminescence, 48 h | Potency, µM (titrated, usually from 46.2 µM), for the others: top-dose activity change, negative = growth inhibition, actives largely listed as inhibitors | 15% of 420,000 active; also: nearly all actives have a fitted effect of over 55% in size
#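 A cellular qHTS used chicken DT40 cells lacking endogenous Tdp1 but carrying stably transfected human TDP1. Compounds were applied without camptothecin, and cell growth kinetics were judged by ATP-dependent luminescence after ≥48 hr.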
# * = called active by the depositor; ? = inconclusive; . = no result given; [ ] = remark or other dose. Calls follow the shape of the dose curve; as a rule, active = well fitted curve in the direction sought with a large enough effect; inconclusive = small, poorly fitted or top-dose-only effect, or another doubt; inactive = no such curve, though single readings can be large; an effect the other way counts as inactive or inconclusive. % is scaled to controls: 0 for no effect and ±100 for the full control effect; potency is read from the fitted curve at half-maximal effect.
# The first five compounds, to show the layout:
SMILES,TDP1 cell CPT,TDP1 inh,TDP1 cell noCPT
Cc1[nH]nc(SCC(=O)Nc2ccc(C#N)cc2)c1[N+](=O)[O-],-12.1%,3.4%,19.2%
COc1cccc(C(O)c2nc3ccccc3n2C(C)C)c1OC (configuration not stated),-5.2%,.,-12.3%
COc1ccc(C2=Nc3ccccc3N(C(=O)c3ccncc3)C2C(=O)NC(C)C)cc1 (configuration not stated),?,.,-28.5%
CC(=O)c1ccc(S(=O)(=O)Nc2cc3c(cc2C(C)=O)OCO3)cc1,-3.0%,-1.2%,-27.7%
O=C(O)CC1S/C(=N/N=C/c2ccc(-c3ccccc3[N+](=O)[O-])o2)NC1=O (configuration not stated),-23.6%,?,-16.0%

# Results (from the top)
SMILES,TDP1 cell CPT,TDP1 inh,TDP1 cell noCPT
Cc1[nH]nc(SCC(=O)Nc2ccc(C#N)cc2)c1[N+](=O)[O-],-12.1%,3.4%,19.2%
COc1cccc(C(O)c2nc3ccccc3n2C(C)C)c1OC (configuration not stated),-5.2%,.,-12.3%
COc1ccc(C2=Nc3ccccc3N(C(=O)c3ccncc3)C2C(=O)NC(C)C)cc1 (configuration not stated),?,.,-28.5%
CC(=O)c1ccc(S(=O)(=O)Nc2cc3c(cc2C(C)=O)OCO3)cc1,-3.0%,-1.2%,-27.7%
O=C(O)CC1S/C(=N/N=C/c2ccc(-c3ccccc3[N+](=O)[O-])o2)NC1=O (configuration not stated),-23.6%,?,-16.0%
CC(=O)c1c(O)c2ccccc2n(C)c1=O,4.1%,-2.7%,-8.8%
Cc1cc(=O)oc2cc(NC(=O)c3cccc(Br)c3)ccc12,?,.,?
COc1cccc(C(CNC(=O)C(c2ccccc2)c2ccccc2)N(C)C)c1 (configuration not stated),-28.0%,29.2%,?
CCCCCCCCCCCCCCCC(=O)C1=C(O)C(CO)OC1=O (configuration not stated),-3.7%,20.7%,5.7%
CCOc1ccc(NC(=O)c2ccccc2C(=O)c2ccccc2)cc1OCC,?,.,?
COC(=O)C1=C(C)N(Cc2ccccc2)C(=O)N[C@H]1c1cccs1,?,11.0%[12.3 µM],?
CN(C)S(=O)(=O)c1ccc(S(=O)(=O)N(Cc2ccco2)Cc2ccccc2Cl)cc1,20.6µM*,-2.3%,16.4µM*
CCOc1ccc(CN(C)C(=O)c2cccnc2SC)cc1OC,-1.5%,1.2%,-37.7%
CSc1nc(-c2ccco2)cc(C(F)(F)F)c1C#N,-1.7%,-5.5%,0.8%
Cc1ccc(NC(=O)CCOc2ccccc2)c(C)c1,?,.,?
CC(C)CCN1C(=O)c2ccccc2CC1(C)C(=O)NC1CCCCC1 (configuration not stated),?,3.9%,?
O=C(N/N=C/c1ccco1)C1CC1,0.2%,0.6%,5.2%
Cc1cc(C(=O)COC(=O)CNC(=O)c2ccco2)c(C)n1Cc1ccco1,-26.3%,7.9%,?
Oc1cc2c(cc1O)[C@H](c1ccccc1)CNCC2,26.6µM*,21.6%[56.1 µM],26.6µM*
CC1=Nc2ccc(C)cc2/C1=C/c1c(N)n2c(S(=O)(=O)C(C)C)nsc2nc1=O,?,-1.2%,?
COc1ccc(C(C)(O)c2nc(-c3ccc(OC)nc3)cs2)cc1 (configuration not stated),?,.,?
Cc1cccn2c(=O)c3cc(C(=O)NCCN4CCOCC4)c(=N)n(Cc4ccc(F)cc4)c3nc12,7.31µM*,1.4%,7.31µM*
O=C1c2[nH]nc(-c3ccccc3O)c2C(c2ccc(Cl)cc2)N1CCc1ccccc1 (configuration not stated),20.6µM*,8.6%,16.4µM*
CC(NC(=O)OC(C)(C)C)C(=O)Oc1ccc2ccc(=O)oc2c1 (configuration not stated),-6.5%,1.0%,-24.6%
C/C(=N/NC(=O)c1sc(NS(=O)(=O)c2ccccc2)nc1C)c1ccccc1,-5.3%,0.0%,1.8%
# Further results:
SMILES,TDP1 cell CPT,TDP1 inh,TDP1 cell noCPT
FC(F)(F)c1ccc(Sc2n[nH]c(C(F)(F)F)n2)nc1,?,0.0%,29.1µM*
CCCOc1ccc(C(CC(=O)O)NC(=O)c2sc3ccccc3c2Cl)cc1 (configuration not stated),18.0%,-5.7%,-1.2%
Nc1ccc2c(c1)OC1(CCCCC1)O2,?,5.3%,16.4µM*
CC(C)CC1(C)NC(=O)N(CC(=O)Nc2ccc3c(c2)CCC3)C1=O (configuration not stated),?,0.0%,25.9µM*
COc1cc(CN2CCC3(CC2)CC3C(=O)Nc2ccc3sc(C)nc3c2)ccc1F (configuration not stated),-7.6%,.,-15.2%
CN1CCN(C(=O)/C=C/c2cccc(Cl)c2)CC1,5.8%,3.9%[56.1 µM],4.1%
COCCn1c(SCC(=O)N2CC(=O)Nc3ccccc32)nc2ccccc21,-5.4%,4.5%,-14.0%
CC(=O)/C(C#N)=C1\NC(=O)C(Cc2ccc(C)c(Cl)c2)S1 (configuration not stated),10.3µM*,-1.3%,2.06µM*
CCC(=O)Nc1ccccc1-c1nc2ccccc2n(CC(=O)c2ccc(Cl)cc2)c1=O,?,-11.4%,?
O=C(Nc1nnc(COc2ccc(F)cc2)s1)c1ccco1,-9.2%,.,-10.2%
O=C(Nc1ccc2oc(-c3ccc4ccccc4c3)nc2c1)c1ccccc1F,-5.8%,1.9%,?
CCOC(=O)c1sc(Nc2ccc(C)cc2C)nc1C,?,6.8%,15.8µM*
CCCn1c(=O)c2sccc2n2c(CCCC(=O)Nc3ccc(C)c(F)c3)nnc12,?,-7.7%,23.1µM*
Cc1ccc(CNC(=O)c2ccc(Cl)cc2[N+](=O)[O-])cc1,-11.2%,-12.8%,-1.5%
COc1ccc(-c2noc(Cc3ccc(Cl)cc3)n2)cc1OC,10.3µM*,-2.6%,?
Cc1cccc(NC(=O)C2(C)Cc3ccccc3C(=O)O2)c1 (configuration not stated),-27.5%,7.6%,?
CC(=O)Nc1c(Cl)c2c(c(Cl)c1Br)-c1ccc(Cl)cc1C2,?,.,?
COC(=O)c1sc(=S)n(-c2cc(F)ccc2F)c1N,14.6µM*,-2.1%,?
Cc1cccn2cc(CSc3nnc(Nc4ccc(C(C)C)cc4)s3)nc12,?,5.7%,?
Cc1cccc(NC(=O)C2(c3ccccc3)CC2(Cl)Cl)c1 (configuration not stated),6.9%,1.0%,-24.2%
CCOc1ccc(N2C(=O)CN(CC(=O)OC)C2=S)cc1,10.3%,-7.2%,3.7%
COc1ccc(-c2cc(-c3ccc(Br)cc3)nc3ncnn23)cc1OC,?,-3.5%,?
Cc1ccc(S(=O)(=O)/N=C(/NC(=S)Nc2cccc(C)c2)c2ccccc2)cc1,?,1.9%,?
CCOc1ccc(CNC(=O)c2ccc(NC(=O)N3CCSc4ncccc43)cc2)cc1OC,?,5.6%,?
O=C(Nc1c2n(c(=S)n(-c3ccccc3)c1=O)CCCCC2)c1ccccc1,-6.3%,5.1%,10.4%

# Copied from the list:
# In TDP1 cell CPT, O=C(Nc1c2n(c(=S)n(-c3ccccc3)c1=O)CCCCC2)c1ccccc1 has the entry -6.3%
# In TDP1 cell CPT, COc1ccc(-c2noc(Cc3ccc(Cl)cc3)n2)cc1OC has the entry 10.3µM*

# Next part:
SMILES,TDP1 cell CPT,TDP1 inh,TDP1 cell noCPT
CN1CCC(Oc2ccccc2Sc2ccc(C(F)(F)F)cc2)CC1,?,5.3%,?
CCOc1ccc(Nc2nc(Cc3nnc(SCC(=O)NCc4ccco4)n3CC)cs2)cc1,13µM*,7.0%,13µM*
Cn1nc(C(=O)NCc2ccccc2)c2ccccc2c1=O,-13.8%,7.1%,-19.3%
COc1ccc2nc(N3CCCCC3)c(/C=C3\SC(=S)NC3=O)cc2c1,?,.,?
CCOc1ccc(CN2CCN(Cc3c[nH]c4ccccc34)CC2)cc1,3.66µM*,.,5.8µM*
COc1ccc(NC(=O)Cn2c(=O)n(-c3ccc(CC(=O)NCC4CCCO4)cc3)c(=O)c3ccccc32)c(OC)c1 (configuration not stated),4.6%,-1.8%,1.1%
CSc1ccc(CN2CCC(Oc3cccc(C(=O)N4CCCC4)c3)CC2)cc1,20.6µM*,1.3%,18.4µM*
NC(=O)N/N=C/C=C/c1ccc(F)cc1,7.9%,6.3%,-2.0%
CC(C)NC(=O)OC1CC2CC1[C@H]1CCCCN1C2=O (some centres not stated),3.8%,.,-9.2%
O=C(CCCCC(=O)NCCCc1ccccc1)NCCCc1ccccc1,3.7%,.,?
O=C1c2ccccc2CCC1C(O)c1ccccn1 (configuration not stated),-3.0%,7.3%,-18.9%
COc1cc(C(=O)N2CCC(c3nc4ccccc4o3)CC2)cc(OC)c1OC,?,-0.5%,-14.4%
CCOc1ccc(N2CC(c3nc4ccccc4n3CCOc3ccc(OC)cc3)CC2=O)cc1 (configuration not stated),20.6µM*,7.4%,23.1µM*
COc1cccc(-c2[nH]nc3c2C(c2ccsc2)C(C#N)=C(N)O3)c1 (configuration not stated),?,4.8%,-29.4%
Cc1cc(=O)c(C(=O)O)cn1Nc1ccc(Cl)cc1,-1.3%,1.9%,-12.5%
C[C@H](CO)N1C[C@H](C)[C@@H](CN(C)C(=O)Nc2ccc(C(F)(F)F)cc2)Oc2c(NC(=O)c3ccncc3)cccc2C1=O,14.9%,0.3%,-26.2%
O=C(NCc1nnc(SCC(=O)N2CCCCCC2)o1)c1ccc(F)cc1,3.6%,3.8%,-8.4%
COC(=O)C1=C(O)/C(=C\c2ccc(CNC(=O)C(=O)Nc3ccc(C)cc3)o2)N=C1C,?,0.0%,?
CCc1nnc(NC(=O)CSc2nc(-c3ccccc3)cc(-c3ccc(F)cc3)c2C#N)s1,9.2µM*,0.0%,?
O=C(Nc1cccc([N+](=O)[O-])c1)c1ccc2c(c1)C(=O)N(c1ccccn1)C2=O,?,-1.8%,-3.3%
CCCCC1=CC2=CC(=O)C(C)(OC(=O)CC)C(=O)C2=CN1c1ccc(OC)cc1 (configuration not stated),25.9µM*,6.2%[12.3 µM],?
COC1OC(CO)C(O)C(O)C1O (configuration not stated),2.6%,2.6%,17.5%
CNC(=O)C1(C)Cc2c(-c3ccc4c(c3)OCO4)ccnc2O1 (configuration not stated),?,.,?
Cc1ccc(Cl)cc1N1C(=O)N(Cc2ccc(C#N)cc2)c2ccccc2S1(=O)=O,?,4.4%,?
COCCNC(=O)c1nc2c(nnn2Cc2cc(C)ccc2C)c(=O)[nH]1,-8.9%,-6.6%,?
# Continued.
SMILES,TDP1 cell CPT,TDP1 inh,TDP1 cell noCPT
CC1(C)CC2CC(C)(CN2S(=O)(=O)c2cccc(C(=O)O)c2)C1 (configuration not stated),0.9%,0.3%,11.7%
C#CCOCCOCCOCCNc1nc(N2CCN(C(=O)C([C@@H](C)O)n3cc([C@@H](N)CCCCN)nn3)CC2)nc(N2CCN(C(=O)C([C@@H](C)O)n3cc([C@@H](N)CCCCN)nn3)CC2)n1 (some centres not stated),12.8%,0.4%,1.7%
COc1cc(CC(=O)O)c(C(C)=O)cc1OC,1.1%,-1.0%,-7.3%
O=C(NNC(=O)C1CCC(C(=O)NNC(=O)c2cccs2)CC1)c1cccs1 (configuration not stated),1.6%,-1.2%,-8.1%
O=C(Nc1ccc(Cl)cn1)c1ccccc1SCc1ccccc1,-26.8%,-2.7%,-15.7%
Nc1nnc(SCc2cccnc2)s1,-18.8%,8.2%,-3.8%
Cc1cccc(N2CCN(S(=O)(=O)c3c(C)noc3/C=C/N(C)C)CC2)c1C,?,2.5%,?
COc1cc(CC(=O)Nc2ccc3nc(C)sc3c2)cc(OC)c1OC,-21.0%,-2.7%,?
COc1ccc2c(c1)c1ccccc1n2C,-14.9%,2.3%,?
CCOc1cc(/C=C(\C#N)C(=O)Nc2ccccc2C(=O)O)ccc1OC(=O)c1ccc(C)cc1,-10.6%,0.0%,-2.3%
COc1ccc(C2=NN(Cc3c(F)cccc3Cl)C(=O)CC2)cc1,-28.8%,5.3%,?
O=[N+]([O-])c1cccc(/C=C/c2ccccn2)c1,-0.8%,6.3%,6.7%
Cc1cc(NC(=O)CSc2nc(CC(C)(C)C)nc3c2c(=O)n(C)c(=O)n3C)no1,?,4.3%,?
CCOC(CCn1c(SCc2cccc([N+](=O)[O-])c2)nc2ccccc2c1=O)OCC,16.4µM*,2.7%,?
CCNC(=O)NC(=O)COC(=O)CCCSc1nc2ccccc2[nH]1,-6.5%,10.5%,-10.9%
O=C(C[n+]1ccccc1)Nc1ccccc1,3.3%,.,-0.7%
CCN(CC)CCNC(=O)CS(=O)Cc1nc(-c2ccc(Cl)cc2)oc1C (configuration not stated),-4.1%,2.9%,?
CC1CCN(c2ccc3c(c2)S(=O)(=O)c2cc(C(=O)O)ccc2C3=O)CC1,6.8%,.,-0.6%
Cc1ccc(NC(=O)c2cc(S(=O)(=O)NCCC3=CCCCC3)ccc2F)cc1C,?,2.6%,25.9µM*
CCCSc1nc2sc3c(c2c(=O)[nH]1)CC(C)(CC)OC3 (configuration not stated),-16.7%,.,?
